MOR-DOR ag – agonists of human mu-delta opioid receptor heterodimerization. P35372+P41143. cells, OPRM1-OPRD1 heterodimerization, luminescence. activation, % at 9.3 µM. hit rate 0.3% among 340,000. AID 504326; in the data active = activation above about 18%;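 note: 0% = vehicle-treated cells and 100% = reference agonist; values of inactives mirror those of a sister screen read the other way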
Keap1 Nrf2 FP – inhibitors of human Keap1-Nrf2 protein-protein interaction. inhibition, % at 9.4 µM. Keap1 Kelch-Nrf2 peptide fluorescence polarization, 1536-well. hit rate 0.15% among 340,000. AID 504523. Q14145; in the data active = inhibition above about 12%;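 note: human Keap1 Kelch domain with fluorescein labeled Nrf2 9mer peptide probe; 0% = neutral control wells and 100% = peptide positive control; higher means more block of Keap1 binding to Nrf2 peptide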
Target sequence (Q14145 whole entry, looked up, the tested form may be a part): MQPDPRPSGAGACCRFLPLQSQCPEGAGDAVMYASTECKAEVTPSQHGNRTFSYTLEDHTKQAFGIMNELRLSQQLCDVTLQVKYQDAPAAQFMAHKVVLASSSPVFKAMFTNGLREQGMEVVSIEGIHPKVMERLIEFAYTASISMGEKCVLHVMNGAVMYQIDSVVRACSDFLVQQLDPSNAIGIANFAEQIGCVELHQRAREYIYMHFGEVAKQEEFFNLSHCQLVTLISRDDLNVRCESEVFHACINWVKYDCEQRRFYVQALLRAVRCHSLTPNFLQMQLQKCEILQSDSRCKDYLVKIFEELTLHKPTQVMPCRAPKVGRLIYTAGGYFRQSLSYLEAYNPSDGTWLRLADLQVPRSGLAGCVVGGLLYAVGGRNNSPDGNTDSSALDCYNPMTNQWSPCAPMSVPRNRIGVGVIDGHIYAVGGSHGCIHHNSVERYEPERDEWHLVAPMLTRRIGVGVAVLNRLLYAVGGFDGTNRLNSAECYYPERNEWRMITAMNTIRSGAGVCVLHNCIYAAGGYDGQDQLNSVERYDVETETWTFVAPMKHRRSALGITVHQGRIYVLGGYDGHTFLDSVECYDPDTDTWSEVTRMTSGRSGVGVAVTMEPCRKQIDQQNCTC
C-LANA FP – KSHV C-LANA DNA binding inhibition; MBP-C-LANA/FAM-LBS DNA binding, fluorescence polarization; AID 504423; hit rate 0.078% among 340,000; inhibition, % at 9 µM;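 active = highest replicate inhibition at or above 60% at 9 µM, even if other replicates fall short; inactive = all replicates below 60% inhibition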;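 note: 0% = neutral control wells and 100% = 4 µM acridine orange control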
HTR5A inv ctr – inverse agonist of human HTR5A in OPRM1-OPRD1 counter-screen. P47898. HTR5A cell line, luminescence, inverse agonism. inhibition, % at 9.3 µM. hit rate 0.083% among 340,000. AID 504634; in the data active = inhibition mostly above about 23%, no sharp cut-off; inactive = mostly below about 18%;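 note: 0% = cells with DMSO and 100% = no-cell wells with DMSO; some compounds called inactive have numbers as strong as hits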
Target sequence (P47898 whole entry, looked up): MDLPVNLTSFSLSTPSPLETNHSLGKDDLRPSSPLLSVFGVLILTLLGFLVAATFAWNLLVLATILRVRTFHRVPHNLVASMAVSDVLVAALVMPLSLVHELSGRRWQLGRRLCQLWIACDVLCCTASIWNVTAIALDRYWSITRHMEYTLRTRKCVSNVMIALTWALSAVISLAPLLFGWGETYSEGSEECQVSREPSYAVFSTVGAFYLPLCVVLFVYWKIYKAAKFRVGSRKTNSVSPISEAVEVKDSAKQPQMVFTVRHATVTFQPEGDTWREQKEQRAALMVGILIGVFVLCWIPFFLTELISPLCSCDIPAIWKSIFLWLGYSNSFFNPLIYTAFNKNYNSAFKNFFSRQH
RTF Ca sens inh – cardiac RTF calcium desensitization | inhibition, % at 7.15 µM | P19429+P45379 | AID 493244 | IANBD-labeled cardiac RTF, Ca2+ fluorescence | hit rate 0.12% among 340,000;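 active = inhibition above the mean inhibition of all tested compounds plus 3 SD, cut at about 17% in these data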;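 note: assay run at fixed EC70 calcium of 1.6 mM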
MOR-DOR inv ag – inverse agonists of human mu-delta opioid receptor heterodimerization; cell-based MOR-DOR heterodimer luminescence, inverse agonism; inhibition, % at 9.3 µM; hit rate 0.21% among 340,000; P35372+P41143; in the data active = inhibition above about 22%, passing the limit was not always enough;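 note: 0% = cells with DMSO and 100% = wells without cells with DMSO; values of inactives mirror those of a sister screen read the other way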
V-ATPase pH – alters yeast V-ATPase proton transport; S. cerevisiae, pHLuorin cytosolic pH fluorescence; response, % at 10 µM; hit rate 0.37% among 350,000; in the data active = response mostly above about 7.3%, no sharp cut-off; inactive = mostly below about 5.4%; note: actives read high; inactives centre near 0; some compounds called inactive have numbers as strong as hits; reference of the scale not given here
RTF Ca sens act – cardiac RTF calcium sensitization. hit rate 0.24% among 340,000. AID 493008. P19429+P45379. IANBD-labeled TnC RTF fluorescence at EC20 calcium; 0% EC20 calcium, 100% full calcium. activation, % at 7.2 µM;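 active = activation above the mean over all tested compounds plus 3 SD, cut at about 30% in these data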;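 note: rise in fluorescence read as greater calcium sensitivity of cardiac thin filaments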
HTR5A ag – HTR5A agonism, opioid heterodimer counter-screen; P47898; hit rate 0.61% among 340,000; activation, % at 9.3 µM; HTR5A agonist assay, luminescence, cell-based; in the data active = activation mostly above about 9.5%, no sharp cut-off; inactive = mostly below about 7.6%;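 note: 0% = cells with vehicle only and 100% = reference agonist; strong numbers were not always called active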
CAL PDZ FP – inhibitors of human CAL PDZ peptide binding | Q9HD26 | purified CAL PDZ, TMR-peptide fluorescence polarization, 1 h | inhibition, % at 24.9 µM | hit rate 0.92% among 300,000 | AID 602252;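 active = mean inhibition of at least 30% with at least half of replicates also reaching 30%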;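 note: 0% = DMSO neutral control and 100% = excess unlabeled competitor peptide PRC23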
The depositor's hits bear a star; . = not tested or not shown.

Structure,RTF Ca sens act,HTR5A ag,MOR-DOR ag,Keap1 Nrf2 FP,HTR5A inv ctr,V-ATPase pH,RTF Ca sens inh,C-LANA FP,CAL PDZ FP,MOR-DOR inv ag
CCc1ccc(-n2c(C)cc(/C=N/NC(=O)OC)c2C)cc1,7,-4,1.3,-4,10,5,-1,0.6,3,-9
COC(=O)c1cnn(C(=O)c2ccccc2Br)c1N,7,-5,-1.3,-1,9,2,0,-1.1,-2,7
CCC(=O)NCCSc1c[nH]c2ccccc12,4,3,-0.9,0,-7,-3,-1,-1.2,-6,5
Cn1nnc2cc(NC(=O)N3CC4(C)CC3CC(C)(C)C4)ccc21 (configuration not stated),-2,-3,-1.3,2,6,-1,-10,1.4,-1,8
COc1ccccc1C(c1nnnn1CC1CCCO1)N1CCC(C(N)=O)CC1 (configuration not stated),9,5,-0.6,-4,-17,-3,-7,-0.9,-2,3
Cc1ccc(S(=O)(=O)Nc2cc(-c3ccccc3)nn2C)cc1Cl,.,.,.,1,.,-5,.,1.8,-3,.
COc1cc(NS(=O)(=O)c2ccc(NC(=S)NC(=O)c3ccccc3)cc2)nc(OC)n1,-5,-2,-3.7,-2,-11,-6,-26,0.5,-2,20
CC(=O)N1N=C(c2ccccc2)OC1c1cccnc1 (configuration not stated),2,-1,-1.6,-4,1,2,-1,-1.5,1,9
CCOC(=O)N1CCN(C(=O)Cn2nc(C)c3sc4ccccc4c3c2=O)CC1,-3,-2,0.0,-1,8,4,-15,-2.8,1,0
Cc1c(-c2cccs2)[n+](=O)c2c(n1[O-])CCCC2,-5,1,-3.9,-2,9,-2,-2,0.2,.,18
CCN(C(=O)CSc1nc(N)cc(N)n1)C1CCS(=O)(=O)C1 (configuration not stated),-2,-1,-1.8,-2,9,1,6,0.4,.,10
COc1ccc(C(C(=O)NC2CCCCC2)N(C(=O)CCl)c2ccc(OC)cc2)cc1 (configuration not stated),1,50*,65*,1,-112,0,-3,-0.2,4,-349
O=C(CSc1n[nH]c(=O)n1C1CC1)N1N=C(c2ccc(Cl)cc2)CC1c1ccco1 (configuration not stated),-4,0,-0.4,3,18,-2,-3,-1.7,-5,2
CCC(=O)N1CCN(c2ccccc2NC(=S)NC(=O)c2ccco2)CC1,-7,-1,-2.5,2,5,-1,-3,2.5,-8,13
O=c1cc2[nH]c3ccccc3c(=O)n2nc1-c1ccccc1,-2,-1,-2.2,1,1,-5,-6,-0.6,-3,9
S=c1[nH]ccn1-c1cccc(Cl)c1Cl,2,0,-0.7,0,-14,-2,-1,-0.2,-1,4
CCOc1ccc(N(CC(=O)NCCSc2ccccn2)S(=O)(=O)c2ccc(Cl)cc2)cc1,-8,9,2.5,-2,-27,2,-1,0.1,-4,-20
CCOc1ccccc1NC(=O)c1cc(-c2cc(OC)c(OC)c(OC)c2)nc2ccccc12,0,-3,2.0,-3,-7,-2,-11,-1.6,.,-12
O=C1c2ccccc2-c2n[nH]c3cccc1c23,6,-1,0.4,-4,2,2,-6,5.5,.,-2
COC(=O)C1=C(C)N(CCCC(=O)O)C(=O)NC1c1ccc(OC)cc1 (configuration not stated),2,1,-1.5,2,-12,-4,-25,0.1,-3,8
Clc1cccc(CSc2nnc(-c3c[nH]c4ccccc34)o2)c1,7,6,1.2,3,5,-1,-5,-0.1,1,-7
CC(C)(C)n1nnnc1C(c1cccc(C#N)c1)N1CCN2CCCC2C1 (configuration not stated),4,-1,-3.7,3,5,1,1,1.0,-5,17
Cc1ccccc1NC(=O)c1c(F)c(F)c(F)c(F)c1F,-1,1,-0.2,-1,9,-5,-2,-0.3,.,1
COc1ccc2c(c1)C(=O)CC(c1ccc3c(c1)OCCO3)O2 (configuration not stated),-2,0,-1.6,1,-2,4,-3,2.1,-4,7
C/C(=N\NC(=O)C1CC1)c1ccccc1Br,3,5,-1.4,3,-18,1,-6,0.5,.,8
COc1ccc(S(=O)(=O)N(C)CC(=O)NCCCN2CCOCC2)cc1Cl,-3,-5,1.7,-3,-2,4,-1,-0.6,-1,-12
CCOP(=O)(c1ccc(N(C)C)cc1)C(O)c1cc(OC)c(OC)c(OC)c1 (configuration not stated),5,2,-1.0,-1,-44,1,-5,0.0,-3,5
O=C(CSc1nnc(Cc2cc(=O)[nH]c(=O)[nH]2)n1-c1ccccc1)N1CCCc2ccccc21,1,1,-2.4,2,4,9,-1,0.2,2,13
Cc1ccc2c(c1C)NC(C(=O)O)C1CC=CC21 (configuration not stated),-17,-1,1.5,7,-4,0,16,3.0,-5,-9
Cc1nnc(SCC(=O)Nc2sccc2C#N)n1Cc1ccccc1,-3,-1,-4.1,-1,5,-2,-6,0.8,.,17
CC1CN(S(=O)(=O)c2ccc(C(=O)NN3CCN(C)CC3)cc2)CC(C)O1 (configuration not stated),3,0,0.8,2,1,1,-2,0.0,-1,-6
COc1ccc(-c2cc(C(F)F)n3ncc(C(=O)N4CCN(C(=O)c5ccco5)CC4)c3n2)cc1,4,6,-4.4,-3,-16,-1,1,-0.5,1,23
CCCn1c(SCC(=O)NC(C)c2ccccc2)n[nH]c1=O (configuration not stated),-1,2,-2.5,-1,-18,-3,-6,-0.1,-6,12
C[n+]1c(/C=C/c2ccc(O)cc2)ccc2ccccc21,-4,0,-1.6,-9,-2,3,-3,-3.1,-3,7
CC(=O)N1c2ccc(S(=O)(=O)N3CCCCC3)cc2CC1C(=O)Nc1ccc(C)cc1 (configuration not stated),-5,0,-0.7,-3,-7,0,4,0.3,2,3
Cc1occc1C(=O)NCc1cccc(CNC(=O)c2ccoc2C)c1,-2,-3,0.6,-8,8,-5,3,1.7,-5,-4
CN(c1ccccc1C(=O)Nc1ccc2c(c1)OCO2)S(C)(=O)=O,0,6,-0.1,-4,-14,6,-5,0.4,0,1
Cc1ccccc1CN1CCN(Cc2cc(=O)c3ccccc3[nH]2)CC1CCO (configuration not stated),4,-2,-1.5,1,9,-1,-1,0.8,.,7
CC(C)C1Nc2ccc(C(=O)N3CCN(c4ccccn4)CC3)cc2NC1=O (configuration not stated),1,-4,-3.2,0,11,0,-1,0.0,-7,17
C/C(=N\Nc1ccc2nncn2n1)c1cccs1,1,-5,-0.6,0,-16,-6,-3,0.5,-2,3
O=C(CSC(=S)N1CCCCC1)Nc1ncc2c(n1)CCCC2=O,3,6,-1.6,-6,-6,0,4,-1.4,-4,8
CCN1CCN(S(=O)(=O)c2ccc(Cl)c(C(=O)N(C)Cc3cccc(Cl)c3Cl)c2)CC1,-1,0,-2.6,-1,1,0,-13,0.5,-3,14
O=C(COc1ccc(F)cc1)Nc1nc(-c2ccccn2)cs1,-1,7,-0.8,2,3,-4,-6,0.0,2,5
COc1ccc(-c2nc3ccccc3c(=O)o2)cc1OC,-5,8,-0.7,-1,-22,0,-11,-0.7,.,4
CC(C)n1c(NCc2cc(Cl)ccc2O)nc2ccccc21,-2,1,3.1,-3,-14,3,-4,0.0,.,-17
Cc1oc(-c2ccccc2)cc1C(=O)Nc1cccc(/C=C/C(=O)O)c1,8,-12,-1.7,-3,-22,-1,-9,-0.2,-7,9
CN(Cc1ccccc1)C(=O)CSc1nnc(-c2ccco2)n1-c1ccccc1,0,-1,1.4,0,-1,1,-4,-1.4,.,-7
COc1cccc(NC(=O)C2CC2)c1,13,12,-0.1,-3,-36,0,-6,1.8,-2,1
CC(=O)Nc1ccc(S(=O)(=O)c2ccc(N)cc2)cc1N,-2,3,-0.1,3,-8,2,-8,-0.1,-6,0
COc1cccc(/C=C2\SC(=S)N(CCC(=O)NC3C=CS(=O)(=O)C3)C2=O)c1 (configuration not stated),-1,1,-2.7,-3,11,2,-7,-2.4,-4,14
Cc1cc(C)c2sc(N(CCCN(C)C)C(=O)COc3ccc(Cl)cc3)nc2c1,3,6,5.9,-5,-19,2,-1,3.1,-4,-30
C[C@H](NC(=O)c1nc[nH]c1C(=O)NCc1ccc(CNC(=O)OC(C)(C)C)cc1)c1ccccc1,-4,-1,1.5,-5,-22,1,0,-0.7,-2,-8
COC(=O)[C@@H](NC(=O)Nc1cccc(OC)c1)C(C)C,6,-3,-0.5,-7,-5,6,-4,-0.8,.,3
Cn1c(=O)c2nc(NCc3ccccc3)cnc2n(C)c1=O,6,2,-2.5,0,3,1,-8,2.6,-3,14
Cc1nc(SCC(=O)OCc2ccccc2)c(C#N)c(-c2ccccc2)c1C(=O)Nc1ccccc1,4,2,2.2,-3,-5,-2,0,0.2,-1,-13
O=C(O)C(Cc1ccccc1)NC(=O)C(c1ccccc1)c1ccccc1 (configuration not stated),-3,0,-2.6,-2,19,2,4,0.0,1,14

(list continues)
Structure,RTF Ca sens act,HTR5A ag,MOR-DOR ag,Keap1 Nrf2 FP,HTR5A inv ctr,V-ATPase pH,RTF Ca sens inh,C-LANA FP,CAL PDZ FP,MOR-DOR inv ag
COc1cc(OC)cc(C(=O)Nc2ccccc2-c2nnn(CC(N)=O)n2)c1,-5,-3,-1.3,-6,9,-1,-6,-0.8,-2,8
Cc1cccc(NS(=O)(=O)c2cc3c(cc2C)NC(=O)CO3)c1,-3,2,-2.5,2,8,2,2,2.3,.,14
CCN(CC)S(=O)(=O)c1cc(NC(=O)CSc2nccn2C)ccc1C,-5,0,-2.6,0,-1,-1,1,1.2,1,14
O=C(Nc1ccc(S(=O)(=O)Nc2ncccn2)cc1)C12CC3CC(CC(Cl)(C3)C1)C2,5,-4,-0.8,-6,13,-2,-5,0.7,.,4
CCOC(=O)C1CCN(C(=O)CCc2nnc3ccc(NCc4ccco4)nn23)CC1,0,3,-0.2,-3,16,1,0,2.5,-2,1
CCCCOC(=O)Nc1ccc(S(=O)(=O)Nc2ncccn2)cc1,.,.,.,2,.,4,.,4.5,5,.
CCOCCCNC(=O)C(NC(=O)c1ccc(=O)[nH]c1)c1ccc(C)cc1 (configuration not stated),7,0,-2.0,-5,0,-4,-1,0.3,.,11
COc1ccc(/C=C/C(=O)C2(O)CCCCC2)cc1OC,-5,1,-1.6,-2,-2,2,-1,0.2,-9,8
Nc1ccccc1Nc1ccncc1[N+](=O)[O-],0,-7,-1.8,1,-4,0,4,-0.9,-1,10
CC(=O)c1ccc(OC(=O)C2CSC3(C)CCC(=O)N23)cc1 (configuration not stated),4,1,-3.2,-20,-14,10,-12,1.7,3,12
CC1CCN(C(=O)CCc2nnc(-c3ccccc3)o2)CC1,2,5,-1.2,3,-13,-2,-5,0.5,6,6
N/C(=N\NC(=O)c1ccc(F)cc1)c1cc2ccccc2oc1=O,1,5,-1.5,-4,-18,0,-7,0.1,.,8
O=[N+]([O-])c1ccccc1S(=O)(=O)Nc1ccc2c(c1)OCCO2,7,-1,0.7,-2,-2,2,-7,-1.9,.,-4
CCCCOC(=O)C1CCCC(C)N1 (configuration not stated),5,0,-1.1,6,8,-7,-4,2.1,-3,6
Cc1ccc(NC(=O)C(c2ccccc2)N2CCN(CC(=O)N3CCOCC3)CC2)cc1Cl (configuration not stated),-3,0,-2.0,2,0,-3,-5,-1.6,-1,8

Screens (PubChem)
